# Compound activity as filed in PubChem BioAssay.
# IMP-1 inhibitor: blocks Pseudomonas aeruginosa IMP-1 metallo-beta-lactamase. hit rate 0.45% among 290,000. AID 1556. inhibition, % at 5.6 µM. purified IMP-1, nitrocefin hydrolysis, epi-absorbance fluorescence;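 active means inhibition above the mean plus 3 SD of all compounds in the same screening run, cut at about 4.5% in these data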;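 further: 0% = IMP-1 with DMSO and 100% = DMSO wells lacking enzyme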
#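 System: purified IMP-1 / Input: IMP-1 dispensed at 0.2 nM / Medium: 50 mM HEPES pH 7.1, 50 µM ZnSO4, 0.05% Brij 35 / Timing: 15 min enzyme–compound preincubation, then 25 min nitrocefin reaction, 25 °C / Technique: plate fluorescence quenching by hydrolysis product, ex 480/em 530 nm / Repeats: singlicate testing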
# UBC9 SUMO inh: blocks human SUMOylation mediated by UBC9 | inhibition, % at 35 µM | AID 2006 | HTRF SUMOylation assay, SAE1/SAE2 + UBC9, in vitro | P63279 | hit rate 0.36% among 290,000; in the data active means inhibition above about 50%, passing the limit was not always enough; further: strong numbers were not always called active
# IDE cell activ: boosts human insulin-degrading enzyme activity in HEK cells. P14735. FAbeta-B cleavage, fluorescence polarization; 0% vehicle, 100% cell-free pure enzyme wells. activation, % at 5.96 µM. hit rate 0.073% among 340,000;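 active means activation above the mean of all tested compounds plus 3 SD, set per screening campaign, cut at about 17% in these data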
# MEKK3 PB1 HTS: MEKK3-MEK5 PB1 interaction, increase or decrease | Q99759 | bead-based flow cytometry, Alexa488-MEK5 binding to MEKK3; actives lie on both sides; 0 = blocked by unlabeled MEK5, 100 = vehicle | binding response (% of control), % at 10 µM | hit rate 1.4% among 290,000 | AID 1529;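 active means binding response more than 3 SD above or below the average of its plate-row segment, actives on both sides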;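 further: Alexa488 bead fluorescence after subtracting the streptavidin-only scavenger bead signal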
# FID counter: displaces DNA intercalator in HCV helicase counter-screen | inhibition, % at 7.9 µM | hit rate 0.17% among 290,000 | AID 1845 | DNA fluorescent intercalator displacement, fluorescence; in the data active means inhibition above about 37%;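 further: 0% = vehicle and 100% = reference compound; higher means more ethidium bromide displaced from hairpin DNA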
# PHOSPHO1 inh: blocks human PHOSPHO1 phosphatase activity; Q8TCT1; recombinant PHOSPHO1, absorbance phosphatase assay; inhibition, % at 13.3 µM; hit rate 1.1% among 290,000; AID 1565; in the data active means inhibition above about 60%
# p-CIP stab down: p/CIP protein destabilization; Q05BA5; F442A p/CIP-EGFP cells, EGFP fluorescence, 16 h; decrease of EGFP signal, % at 10 µM; hit rate 0.01% among 290,000;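 active means EGFP signal decrease of at least 30% at 10 µM or well 3 SD below plate mean, unless failing retest; inactive means the rest, including hits failing retest or dose response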; further: some compounds called inactive have numbers as strong as hits; many of its hits are not listed in these tables
# Target sequence (Q05BA5 1-1403): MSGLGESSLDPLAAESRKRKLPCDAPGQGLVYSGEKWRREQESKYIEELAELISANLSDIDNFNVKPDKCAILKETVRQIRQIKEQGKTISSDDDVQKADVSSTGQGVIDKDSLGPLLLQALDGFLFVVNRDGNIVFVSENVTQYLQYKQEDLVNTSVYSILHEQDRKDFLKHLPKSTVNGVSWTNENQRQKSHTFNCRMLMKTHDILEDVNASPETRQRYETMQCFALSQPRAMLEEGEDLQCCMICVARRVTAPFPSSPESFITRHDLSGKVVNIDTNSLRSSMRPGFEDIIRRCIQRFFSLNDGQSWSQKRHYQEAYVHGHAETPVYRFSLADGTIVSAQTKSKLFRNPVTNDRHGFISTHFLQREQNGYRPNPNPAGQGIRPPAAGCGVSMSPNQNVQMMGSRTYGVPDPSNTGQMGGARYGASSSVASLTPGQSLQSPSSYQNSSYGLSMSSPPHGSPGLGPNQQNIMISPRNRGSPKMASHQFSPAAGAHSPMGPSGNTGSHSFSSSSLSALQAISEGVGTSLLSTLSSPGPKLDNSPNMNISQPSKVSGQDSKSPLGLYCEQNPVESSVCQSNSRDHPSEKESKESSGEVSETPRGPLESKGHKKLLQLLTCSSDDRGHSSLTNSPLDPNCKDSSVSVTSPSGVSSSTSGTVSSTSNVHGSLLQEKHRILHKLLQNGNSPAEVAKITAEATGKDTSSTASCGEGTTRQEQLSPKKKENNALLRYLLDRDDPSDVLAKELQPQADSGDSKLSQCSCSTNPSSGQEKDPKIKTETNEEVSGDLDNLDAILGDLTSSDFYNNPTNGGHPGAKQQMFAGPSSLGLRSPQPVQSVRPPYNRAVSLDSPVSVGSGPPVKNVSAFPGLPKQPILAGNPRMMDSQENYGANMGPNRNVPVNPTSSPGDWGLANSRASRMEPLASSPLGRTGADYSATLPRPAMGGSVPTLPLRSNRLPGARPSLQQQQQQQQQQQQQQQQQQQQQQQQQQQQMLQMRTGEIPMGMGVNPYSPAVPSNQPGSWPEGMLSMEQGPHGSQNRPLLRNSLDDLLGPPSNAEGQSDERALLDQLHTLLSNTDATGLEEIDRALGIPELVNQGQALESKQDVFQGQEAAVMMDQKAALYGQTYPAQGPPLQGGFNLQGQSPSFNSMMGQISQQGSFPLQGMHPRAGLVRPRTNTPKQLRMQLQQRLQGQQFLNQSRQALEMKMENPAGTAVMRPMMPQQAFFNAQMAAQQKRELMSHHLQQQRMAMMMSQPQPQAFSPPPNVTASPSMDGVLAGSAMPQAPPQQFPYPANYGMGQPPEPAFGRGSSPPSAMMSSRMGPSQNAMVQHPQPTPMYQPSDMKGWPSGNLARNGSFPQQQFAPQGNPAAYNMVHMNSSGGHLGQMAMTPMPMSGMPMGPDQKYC
# HCV NS3 hel inh: blocks Hepatitis C virus NS3 helicase unwinding; NS3 helicase DNA unwinding, Cy5 molecular beacon fluorescence; inhibition, % at 10.9 µM; hit rate 0.56% among 290,000;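 active means inhibition above the mean of all tested compounds plus 3 SD, set per campaign, cut at about 35% in these data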;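 further: 0% = DMSO wells and 100% = thioflavine S control wells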
#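 Material: hepatitis C virus NS3 helicase domain fragment enzyme; measured by: Cy5 fluorescence, 0 and 60 min reads; control set: DMSO and thioflavine S; incubation: 60 min unwinding reaction at 25 °C after ATP addition; read-out basis: % inhibition from 60/0 min fluorescence ratio, DMSO 0%, thioflavine S 100%; repeats: singlicate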
# VIM-2 inhibitor: blocks Pseudomonas aeruginosa VIM-2 metallo-beta-lactamase; purified VIM-2, nitrocefin hydrolysis, epi-absorbance fluorescence; inhibition, % at 5.6 µM; hit rate 0.89% among 290,000; AID 1527;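 active means inhibition above the mean of all tested compounds plus 3 SD, cutoff set per screening run, cut at about 7.5% in these data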;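 further: red hydrolysis product quenches plate fluorescence so inhibitors raise well fluorescence; 0% = enzyme with DMSO and 100% = DMSO without enzyme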
# Numbers without * were called inactive; . = not tested or not shown.
Molecule	IMP-1 inhibitor	UBC9 SUMO inh	IDE cell activ	MEKK3 PB1 HTS	FID counter	PHOSPHO1 inh	p-CIP stab down	HCV NS3 hel inh	VIM-2 inhibitor
O=C(CCc1ccccc1)NC1C2CC3CC(C2)CC1C3 (configuration not stated)	-3.4	7	-5	112	-23	25	-20	11	-3.4
Cn1c(=S)[nH]c2c(c1=O)C(C)(C)Cc1ccccc1-2	-3.5	16	4	100	-2	-8	-14	4	-1.7
O=S(=O)([O-])C/C(=C\c1ccc(Cl)cc1)c1cc[n+](CCO)cc1	-1.0	3	0	104	2	32	-4	19	-2.9
CCc1ccccc1NC(=S)N(CCCN(C)C)Cc1cc2cc3c(cc2[nH]c1=O)OCO3	0.2	25	1	90	43*	32	-6	-14	0.5
Cc1cnc(-c2nnc(N(C)C(=O)C3CCOC3)s2)cn1 (configuration not stated)	-2.4	14	3	.	-4	11	-4	0	-1.6
Cc1ccccc1N/N=C1\CCCNC1=O	-1.9	26	2	100	2	16	-12	-3	-1.2
CCC(=O)c1c[nH]c(C(=O)NCCc2ccccn2)c1	0.3	14	6	104	-1	-4	-5	0	2.5
COc1cc(-c2nnc(COc3ccc4cc(Br)ccc4c3)o2)cc(OC)c1OC	-1.4	18	1	98	2	-10	-8	-2	-1.9
O=C(/C=C/c1cccs1)N1CCC2(CC1)Oc1ccc(Cl)cc1C(=O)C21CC(c2ccccc2)=NO1 (configuration not stated)	.	5	4	98	.	44	-11	.	.
CC(=O)N1CCN(c2ccc([N+](=O)[O-])c(NCC3CCCO3)c2)CC1 (configuration not stated)	-4.3	-6	4	105	-9	18	-9	0	-0.8
O=C(O)CCCCCn1c(O)c(C=C2N=c3ccccc3=N2)sc1=S	-3.2	19	-1	104	-16	-30	2	18	-1.6
CCOc1ccc(C(=O)CN2CCN(S(=O)(=O)c3ccc(Cl)cc3)CC2)cc1	-2.0	11	-8	106	-9	22	-12	-3	-2.8
COc1ccc(Br)cc1CNC(=O)C1CCCN(S(=O)(=O)N2CC(C)CC(C)C2)C1 (configuration not stated)	-0.6	-4	2	102	-42	20	1	-11	-4.6
CCOc1cccc2cc(C(=O)NCc3ccc(Cl)cc3)c(=N)oc12	-1.9	16	0	107	-2	13	0	2	-2.8
Nc1ccnn1Cc1cccnc1	-1.0	16	5	95	0	-27	-1	6	-0.3
O=C(NC(=S)NC1CCCCC1)c1ccccc1	-1.6	-10	2	99	-20	18	-14	9	-2.9
Cc1ccc2c(c1)c1c3n2CCN(CC(N)=O)C3CCC1 (configuration not stated)	0.4	12	-2	100	-13	30	4	2	1.9
COc1ccc(C(C)(C)C)cc1NC(=S)NCCN1CCOCC1	-0.7	-11	-1	98	7	26	-2	-7	0.6
Cc1c(NC(=O)c2ccc(S(=O)(=O)N(C)c3ccccc3)cc2)c(=O)n(-c2ccccc2)n1C	-2.1	22	0	97	-17	5	-8	3	-0.4
CC(=O)N1CCN(Cc2nc3cc(NC(=O)COc4ccccc4)ccc3n2C)CC1	-4.3	9	-2	103	-8	-22	2	-4	-2.7

# The list goes on.
Molecule	IMP-1 inhibitor	UBC9 SUMO inh	IDE cell activ	MEKK3 PB1 HTS	FID counter	PHOSPHO1 inh	p-CIP stab down	HCV NS3 hel inh	VIM-2 inhibitor
O=C(CCNC(=O)c1ccccc1Cl)Nc1cccc(C(F)(F)F)c1	-2.9	5	-7	94	-10	-9	-10	18	-3.5
CCCc1cc(=O)n2[nH]c(-c3ccc(Cl)cc3)cc2n1	-4.0	8	4	106	-10	.	-6	-3	-2.0
Nc1nnc(-c2ccc(Cl)cc2Cl)s1	-1.3	-9	-2	90	-1	45	-3	8	2.1
CCN(CC)C(=O)CNC(=O)Cc1ccc(Cl)cc1	0.2	15	8	99	0	17	-13	3	-5.6
Cn1ncc2c(N3CCCCC3)nc(NCCCO)nc21	-3.4	5	7	99	-8	30	-3	5	-2.9
Cc1cc(C)cc(N(CC(=O)NC2CCCC2)C(=O)CCC(=O)Nc2nccs2)c1	-3.9	4	3	100	-41	-18	-15	0	-1.1
CCc1cccc(C)c1NC(=O)C1CN(S(=O)(=O)c2ccccc2)CCN1S(=O)(=O)c1ccccc1 (configuration not stated)	-2.5	-15	-4	100	-9	-12	5	-7	-5.3
O=C(Cc1ccc(Cl)cc1)Nc1ncc([N+](=O)[O-])s1	-3.0	9	10	95	13	28	-10	-1	-1.5
CC(C)(C)c1cc(CCC(=O)Nc2ccncc2)cc(C(C)(C)C)c1O	-4.7	-5	1	101	0	45	-16	-34	-1.3
CC(C)C(C)NC(=O)COc1ccc(Sc2ccc(OCC(=O)NC(C)C(C)C)cc2)cc1 (configuration not stated)	-0.2	-32	1	113	-9	8	-10	-4	1.7
Cc1ccccc1CC(=O)Nc1ccc2c(C)cc(=O)oc2c1	-0.8	5	1	103	-11	.	6	4	0.3
COc1ccc(/C=N/n2cnc3c([nH]c4ccc(C)cc43)c2=O)cc1CN1CCCC1	0.2	11	-22	132*	7	8	-6	-25	2.8
Cc1cc(C(=O)NCCCN2CCN(C3CCCCC3)CC2)n(-c2ccccc2)n1	-3.5	10	7	110	3	-26	-21	8	-5.3
CN1C(=O)c2cccc3c(S(=O)(=O)NCc4ccco4)ccc1c23	-2.4	65	0	106	1	7	0	1	3.4
COc1cc(-c2cc(-c3ccccc3)nc(SCC(=O)O)c2C#N)cc(OC)c1OC	-1.7	8	2	107	-13	33	2	22	1.7
CCCc1nnc(NC(=O)CCC(=O)NC2CCCc3ccccc32)s1 (configuration not stated)	1.6	11	1	123	-2	7	-48	1	2.1
Cc1onc(-c2c(Cl)cccc2Cl)c1C(=O)NCc1ccco1	0.5	8	-1	102	-1	9	-5	4	-3.0
Cc1ccc(Cl)cc1NC(=O)[C@@H]1CCC(=O)N1C1OC(=O)c2ccccc21 (some centres not stated)	-3.6	-13	0	105	-5	-2	2	6	-1.5
COc1ccccc1OCC(=O)Nc1ccc(Cl)cc1	0.2	1	-1	117	-9	24	7	-3	0.9
CN1CCN(C(=O)/C(=C/c2ccc(F)cc2)c2ccsc2)CC1	-1.1	11	-4	90	16	21	10	-2	0.6

# More results follow.
Molecule	IMP-1 inhibitor	UBC9 SUMO inh	IDE cell activ	MEKK3 PB1 HTS	FID counter	PHOSPHO1 inh	p-CIP stab down	HCV NS3 hel inh	VIM-2 inhibitor
CCOc1ccc(N2CC(C(=O)Nc3ccccc3N3CCOCC3)CC2=O)cc1 (configuration not stated)	-2.9	20	3	90	-36	29	-17	-1	-2.5
CCOc1ccc(N(CC(=O)Nc2ccc(OC)cc2OC)S(=O)(=O)c2c(C)[nH]c(=O)[nH]c2=O)cc1	-0.2	.	4	100	-39	30	-9	11	-0.4
CC(C)C(c1nnnn1Cc1ccc(F)cc1)N1CCN(c2ccc(O)cc2)CC1 (configuration not stated)	-3.0	4	.	92	-37	44	-13	9	-1.8
CCSc1cc(Cl)nc(N)n1	-0.6	22	-2	89	-2	16	-6	-4	0.9
Fc1ccc2c(Cl)c(-c3nnc(-c4cccs4)o3)sc2c1	-2.2	-1	-2	98	-10	6	-19	-9	-1.3
CC(C)c1ccc(N(CC(=O)NC2CCCC2)C(=O)CCC(=O)Nc2ccccn2)cc1	-3.3	7	-2	102	-45	24	-5	0	-0.8
COc1ccc(C2(CCN)CC(C)N(C)CC2C)cc1 (configuration not stated)	-1.2	14	2	102	3	11	-13	-5	-1.4
COCCNC(=O)C(c1ccccc1)N(C(=O)Cn1nnc2ccccc21)c1cccnc1 (configuration not stated)	-3.1	6	-5	108	-10	18	3	-1	-2.6
O=C(c1ccco1)N1CCN(Cc2nnc(-c3cccc(Br)c3)o2)CC1	3.2	-3	5	96	-41	32	-7	20	2.8
COc1ccc(CNC(=O)CCCNC(=O)c2ccc(Cl)cc2)cc1OC	-3.9	3	6	107	-11	33	-1	3	-3.0
COc1cccc(CN2CCNC(=O)C2CC(=O)N(C)CCC2CCOCC2)c1 (configuration not stated)	-2.7	.	2	102	-19	41	1	0	0.8
Cc1cc(=O)oc2c3c(cc(OCC(=O)N[C@@H](CC(C)C)C(=O)O)c12)OC(C)(C)CC3	-2.2	37	0	103	-31	28	-2	11	-0.1
Cc1oc2ncnc(N)c2c1C	-3.0	21	7	98	2	-5	-2	-4	-2.1
COc1cc(NC(=O)c2nn(C)c3c2CS(=O)(=O)c2ccccc2-3)cc(OC)c1	-1.0	13	1	93	-17	38	6	-23	-0.8
COc1cccc(C(C(=O)NC(C)(C)C)N(Cc2ccc(C)cc2)C(=O)CCC(=O)Nc2cc(C)on2)c1OC (configuration not stated)	-4.7	-3	3	102	-51	0	4	1	-4.5
Cc1ccc(NC(=O)CCSc2nnc(-c3ccco3)o2)cc1	-2.5	0	-4	103	-10	-8	-1	-2	-0.5
Cc1ccc(S(=O)(=O)Nc2ccc(S(=O)(=O)Nc3nccs3)cc2)c([N+](=O)[O-])c1	-0.8	0	0	102	1	31	0	-6	-2.0
O=C(NCC1CCCO1)C(=O)N/N=C/c1cc(Cl)ccc1O (configuration not stated)	-3.6	-2	1	92	-6	16	8	-8	-0.4
CCCNC(=O)COc1ccc(S(=O)(=O)Nc2ccc(C)cc2)cc1	-4.3	2	-8	81	-18	4	-13	-1	-2.5
Cc1cccc(Oc2ccc(NC(=O)C3CC=CCC3C(=O)O)cc2)c1 (configuration not stated)	0.7	-2	-14	104	-10	51	-3	12	2.8

# Going on with the list.
Molecule	IMP-1 inhibitor	UBC9 SUMO inh	IDE cell activ	MEKK3 PB1 HTS	FID counter	PHOSPHO1 inh	p-CIP stab down	HCV NS3 hel inh	VIM-2 inhibitor
CCn1cc(Cl)c(C(=O)NNC(=O)CCn2cc([N+](=O)[O-])cn2)n1	-2.1	-7	-2	101	0	16	-3	-3	-2.1
O=C(NCc1c(Cl)cccc1Oc1ccccc1)c1ccccc1	-0.4	11	7	100	-6	33	4	-8	-2.0
Cc1ccc(C)c(NC(=O)CN(C)S(=O)(=O)c2ccccc2)c1	-2.0	7	4	108	-2	9	3	-3	-1.3
COc1cccc(-c2nn(-c3ccccc3)cc2CN(C)Cc2c(C)nc3ccccn23)c1	-1.9	7	2	93	16	35	-7	-57	-2.6
COc1ccc(C)cc1S(=O)(=O)NCCN1CCOCC1	-3.5	-2	-4	106	-3	20	-12	-2	-1.7
CC(=O)c1cnc2nc(SCc3ccccc3C)nn2c1C	-3.1	9	-4	101	-21	36	-5	14	-2.2
CCc1ccccc1NC(=O)CSc1nc(-c2ccccc2)nn1C(=O)c1cccc([N+](=O)[O-])c1	-1.6	1	.	102	-7	28	-8	-34	-1.1
N/C(=N\OC(=O)c1ccco1)c1ccccn1	-4.5	14	1	105	13	41	-23	2	-2.3
CCOC(=O)N1CCC(NC(=O)c2cc(C(=O)NC3CCCC3)ccc2CO)CC1	-0.9	11	2	96	-20	6	-3	-2	1.2
O=C(CNCc1ccc(Cl)cc1)Nc1ccc2c(c1)OCCO2	-2.7	17	5	106	2	32	1	16	-2.2
Cc1cc(C)nc(/N=C(\NC(=O)C(C)(C)C)Nc2ccc(F)cc2)n1	-1.2	12	7	107	-7	-4	1	-1	-1.5

# Some of the compounds tested; count on the stated rates, not on these rows.
